Source: PubChem BioAssay (The Scripps Research Institute Molecular Screening Center)
OX1R antag-1: OX1R (HCRTR1) antagonists, primary screen, fluorescence, CHO/OX1R cells, Fluo-8 calcium, orexin A; 330,000 compounds, 0.43% hits; AID 434989, 2010; Fluo-8 calcium fluorescence; Orexin/Hypocretin receptor type 1 (Homo sapiens), O43613; inhibition, % at 5 µM;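 active means inhibition above its plate's threshold, mean inhibition of all tested compounds on the plate plus 3 SD, cut at about 37% in these data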;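 further: 0% = orexin A challenge wells and 100% = SB-334867-A antagonist wells; not every result past the cut was called active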
Target sequence (O43613 whole entry, looked up): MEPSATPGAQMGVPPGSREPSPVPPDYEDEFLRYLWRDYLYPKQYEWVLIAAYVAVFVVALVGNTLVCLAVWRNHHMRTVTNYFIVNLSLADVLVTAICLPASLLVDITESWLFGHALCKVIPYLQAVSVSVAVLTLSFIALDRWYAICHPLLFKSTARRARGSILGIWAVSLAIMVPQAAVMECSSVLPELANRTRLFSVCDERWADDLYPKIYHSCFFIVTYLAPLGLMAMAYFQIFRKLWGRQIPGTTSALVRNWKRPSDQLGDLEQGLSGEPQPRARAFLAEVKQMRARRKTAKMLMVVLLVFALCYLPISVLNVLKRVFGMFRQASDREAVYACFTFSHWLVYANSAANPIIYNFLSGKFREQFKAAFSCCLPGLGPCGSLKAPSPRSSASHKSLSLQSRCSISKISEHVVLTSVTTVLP
OX1R antag-2: antagonists of human orexin 1 receptor (OX1R); AID 485270, 2010; inhibition, % at 6.6 µM; 330,000 compounds, 1.8% hits; Orexin/Hypocretin receptor type 1 (Homo sapiens), O43613; OX1R-expressing cells, FRET antagonist read-out; in the data active means inhibition mostly above about 38%, no sharp cut-off; inactive means mostly below about 40%;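 further: 0% = agonist challenge alone and 100% = reference antagonist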
* marks the source's active call; other numbers are inactive results.

COc1ccc(OC(C)C(=O)NCc2cccnc2)cc1 (configuration not stated) was read as OX1R antag-1 -14 and OX1R antag-2 11.
`COC(=O)c1nc(-c2ccccc2)n[nH]1` gave OX1R antag-1 0 and OX1R antag-2 4.
CC(=O)Nc1c2c(nn1-c1ccc(Cl)cc1)CSC2 was read as OX1R antag-1 -17 and OX1R antag-2 9.
`CCC(C)NC(=O)C1CCN(CCCc2ccccc2)CC1` (configuration not stated) gave OX1R antag-1 -27 and OX1R antag-2 -9.
Cc1nc(C)c(C(=O)OCC(=O)NCc2ccccc2)s1 was read as OX1R antag-1 -1 and OX1R antag-2 7.
COc1ccc(-c2noc(CCC(=O)NCc3cc(Br)ccc3OC)n2)cc1 was read as OX1R antag-1 -29 and OX1R antag-2 23.
CCN(CC)CCCNC(=O)C1CCC(CNS(=O)(=O)c2ccc(Cl)cc2)CC1 (configuration not stated) was read as OX1R antag-1 -14 and OX1R antag-2 -4.
For CC1(C)C(=O)OC(c2cccc([N+](=O)[O-])c2)C2(CCCCC2)C1=O (configuration not stated) the results were OX1R antag-1 -17 and OX1R antag-2 24.
`COc1ccc(C(=O)N2CC(=O)N(CCc3ccccc3)C(=O)C2)cc1OC` gave OX1R antag-1 -14 and OX1R antag-2 9.
CC1CC(=O)c2cnc(N3CCOCC3)nc2C1 (configuration not stated) was read as OX1R antag-1 -9 and OX1R antag-2 9.
Cc1ccc(CNS(=O)(=O)c2ccc3oc(C(=O)O)c(C)c3c2)cc1 was read as OX1R antag-1 5 and OX1R antag-2 6.
Screening CCOC(=O)c1ccc(Nc2nc(C)nc3c2nnn3Cc2ccccc2)cc1 returned OX1R antag-1 -20 and OX1R antag-2 11.
`Clc1ncc(CN2CCN(Cc3ccccc3)CC2)s1` gave OX1R antag-1 -8 and OX1R antag-2 31.
`O=c1ccc(S(=O)(=O)N2CCCC2)cn1Cc1ccc(F)cc1` gave OX1R antag-1 -12 and OX1R antag-2 3.
For COc1ccc(CSCC(=O)N/N=C/c2ccc(OCC(=O)NCc3ccco3)cc2)cc1 the results were OX1R antag-1 15 and OX1R antag-2 32.
COc1ccc(NC(=O)C2CCCN(C)C2)cc1OCC(C)C (configuration not stated) was read as OX1R antag-1 -30 and OX1R antag-2 9.
`Cc1cccc(C)c1NC(=O)Cn1c(=O)n(CCCC(=O)NC2CCN(Cc3ccccc3)CC2)c(=O)c2ccccc21` gave OX1R antag-1 -48 and OX1R antag-2 18.
`Cc1cc(C)c(OCCN2CCOCC2)c(Cl)c1` gave OX1R antag-1 -14 and OX1R antag-2 7.
Cc1noc(C)c1S(=O)(=O)N1CCC(C(=O)N2CCC(C)CC2)CC1 was read as OX1R antag-1 -15 and OX1R antag-2 36.
For CCOC(=O)[C@@H]1[C@H]2COc3ccccc3[C@H]2N2C(=O)N(c3ccc(F)cc3)C(=O)[C@]12C the results were OX1R antag-1 -22 and OX1R antag-2 13.
For COc1ccc(Br)cc1CSC(=N)N the results were OX1R antag-1 -14 and OX1R antag-2 16.
`Cc1cc(C)cc(NC(=O)C2CCN(S(=O)(=O)c3c(C)n[nH]c3C)CC2)c1` gave OX1R antag-1 -24 and OX1R antag-2 23.
For CC(=O)Nc1c(C(=O)Nc2ccc3c(c2)OCO3)oc2ccccc12 the results were OX1R antag-1 -16 and OX1R antag-2 21.
`COc1cccc(C(=O)N[C@@H](CCSC)c2nc3ccccc3[nH]2)c1` gave OX1R antag-1 -28 and OX1R antag-2 -1.
`O=C(Nn1nnnc1Nc1ccccc1)C12CC3CC(CC(C3)C1)C2` gave OX1R antag-1 -23 and OX1R antag-2 34.
For COc1ccccc1/C=C/C(=O)Nc1cccnc1 the results were OX1R antag-1 -15 and OX1R antag-2 19.
CCC(=O)Nc1ccc(NC(=O)c2oc3ccccc3c2C)cc1 was read as OX1R antag-1 -14 and OX1R antag-2 47*.
`CCCCOC(=O)CSC(=S)N(C)Cc1cccs1` gave OX1R antag-1 -11 and OX1R antag-2 2.
For COc1ccc(/[N+]([O-])=C/c2ccco2)cc1 the results were OX1R antag-1 -3 and OX1R antag-2 4.
For COc1ccc(C(=O)O)cc1S(=O)(=O)N(C)CCc1cccnc1 the results were OX1R antag-1 12 and OX1R antag-2 5.
`NC(=S)NNc1ccc(Cl)c(Cl)c1` gave OX1R antag-1 17 and OX1R antag-2 17.
COc1ccc(Cc2nnc(NC(=O)c3ccco3)s2)cc1OC was read as OX1R antag-1 -20 and OX1R antag-2 22.
Screening COc1ccc2nc(NC(=O)CSCC(=O)Nc3cc(C)on3)sc2c1 returned OX1R antag-1 -22 and OX1R antag-2 10.
`O=C(O)CCCCCN1C(=O)C(O)=C(C(=O)/C=C/c2ccccc2)C1c1ccc2c(c1)OCO2` (configuration not stated) gave OX1R antag-1 -15 and OX1R antag-2 9.
Screening OCCOCCn1c(C(CO)Nc2nc(-c3ccccc3Br)cs2)nc2ccccc21 (configuration not stated) returned OX1R antag-1 -29 and OX1R antag-2 38.
`CC(=O)c1ccc(Nc2nc(NCCO)nc(OC(C(F)(F)F)C(F)(F)F)n2)cc1` gave OX1R antag-1 -27 and OX1R antag-2 14.
`Cc1nc(NCCN)c(C#N)c2c1COC(C)(C)C2` gave OX1R antag-1 4 and OX1R antag-2 12.
Screening CCN1CCCC1CNC(=O)CSc1cc(=O)n(C)c2cc(Cl)ccc12 (configuration not stated) returned OX1R antag-1 -18 and OX1R antag-2 2.
`Cc1ccccc1NC(=O)NCCCCc1ccccc1` gave OX1R antag-1 -14 and OX1R antag-2 22.
For C=CCNC(=S)/C(=C(/[O-])c1ccc([N+](=O)[O-])cc1)[n+]1ccccc1 the results were OX1R antag-1 -22 and OX1R antag-2 30.
O=C(Nc1ccc(F)cc1)c1cccc(N2C(=O)c3ccccc3C2=O)c1 was read as OX1R antag-1 -18 and OX1R antag-2 16.
Screening CCC1Sc2ccc(S(=O)(=O)CCC(=O)Nc3cc(C)ccn3)cc2NC1=O (configuration not stated) returned OX1R antag-1 -28 and OX1R antag-2 7.
CCOC(=O)c1cn(-c2ccccc2CO)c2c(F)c(F)c(F)cc2c1=O was read as OX1R antag-1 -16 and OX1R antag-2 19.
O=C(COc1ccc([N+](=O)[O-])cc1)Nc1ccncc1 was read as OX1R antag-1 6 and OX1R antag-2 52.
`COc1ccc2oc(C(=O)N3CCN(C/C=C/c4ccccc4)CC3)c(C)c2c1` gave OX1R antag-1 -14 and OX1R antag-2 0.
For CC(C)NC(=O)/C(C#N)=C/c1cccc(NC(=O)c2ccccc2Cl)c1 the results were OX1R antag-1 -4 and OX1R antag-2 27.
`O=C(c1cc2c(s1)-c1ccccc1S(=O)(=O)C2)N1CCN(Cc2ccccc2)CC1` gave OX1R antag-1 -16 and OX1R antag-2 18.
For Cc1c(NC(=O)/C(C#N)=C/c2ccc(-c3cc(Cl)ccc3Cl)o2)c(=O)n(-c2ccccc2)n1C the results were OX1R antag-1 -29 and OX1R antag-2 14.
Screening CCC(=O)c1ccc(CCCCCC(=O)O)s1 returned OX1R antag-1 -7 and OX1R antag-2 0.
Screening CSc1ccc(C(=O)C2CCCN(C(=O)c3ccc4c(c3)OCO4)C2)cc1 (configuration not stated) returned OX1R antag-1 -23 and OX1R antag-2 15.
`CNC(=O)NC(=O)CSc1nnc(-c2ccc(F)cc2)n1CC1CCCO1` (configuration not stated) gave OX1R antag-1 -7 and OX1R antag-2 -3.
O=C(NC(=S)Nc1ccccc1N1CCOCC1)c1cccs1 was read as OX1R antag-1 -19 and OX1R antag-2 12.
`Cc1ccc(Oc2ccc3c(c2)C(=O)N(c2ccc(S(=O)(=O)Nc4nccs4)cc2)C3=O)cc1` gave OX1R antag-1 1 and OX1R antag-2 10.
For CCCCC(=O)Nc1ccc(C(=O)N2CCN(c3ccccc3OC)CC2)cc1 the results were OX1R antag-1 -20 and OX1R antag-2 21.
Screening CN(c1ccccc1)S(=O)(=O)c1cccc(NC(=O)c2cc(=O)c3ccccc3o2)c1 returned OX1R antag-1 -3 and OX1R antag-2 35.
`O=C(Cc1ccccc1)NCc1n[nH]c(=S)n1-c1ccccc1` gave OX1R antag-1 6 and OX1R antag-2 5.
`COc1ccc(NC(=O)CSCC(=O)Nc2cc(Cl)ccc2N2CCOCC2)cc1` gave OX1R antag-1 -15 and OX1R antag-2 40.
`COC(=O)c1ccc(N2Cc3ccccc3/C2=N\C(=O)Nc2ccccc2)cc1` gave OX1R antag-1 -15 and OX1R antag-2 6.
For O=c1c(-c2nn[nH]n2)coc2ccc(Cl)cc12 the results were OX1R antag-1 -10 and OX1R antag-2 13.
`N#Cc1ccc(OCC(O)CS(=O)(=O)c2ccccc2)cc1` (configuration not stated) gave OX1R antag-1 -5 and OX1R antag-2 11.

Reprinted at random: 2 compounds from above, in no set order.
`COC(=O)c1ccc(N2Cc3ccccc3/C2=N\C(=O)Nc2ccccc2)cc1` gave OX1R antag-1 -15 and OX1R antag-2 6.
For O=c1c(-c2nn[nH]n2)coc2ccc(Cl)cc12 the results were OX1R antag-1 -10 and OX1R antag-2 13.

(continued)
Screening COc1ccc(-c2nc3n(c2Br)CCC3)cc1 returned OX1R antag-1 -20 and OX1R antag-2 18.
For O/N=C1/CCc2cccc3cccc1c23 the results were OX1R antag-1 -3 and OX1R antag-2 4.
Screening COc1ccc(S(=O)(=O)N(C)C[C@H]2Oc3ccc(NC(=O)NC(C)C)cc3C(=O)N([C@H](C)CO)C[C@@H]2C)cc1 returned OX1R antag-1 -24 and OX1R antag-2 14.
For OC[C@H]1O[C@@H](O[C@@H]2[C@@H](CO)O[C@@](O)(CO)[C@H]2O)[C@H](O)[C@@H](O)[C@H]1O the results were OX1R antag-1 3 and OX1R antag-2 6.
Screening CC(C)[C@H](NC(=O)NCCc1ccc(F)cc1)C(=O)O returned OX1R antag-1 -10 and OX1R antag-2 18.
`Cc1ccc(N2CC(C(=O)NC3CCC(C)CC3)CC2=O)cc1` (configuration not stated) gave OX1R antag-1 -20 and OX1R antag-2 37.
Cc1ccnc2nc(C(=O)OCC(=O)NC(=O)NCc3ccco3)nn12 was read as OX1R antag-1 -13 and OX1R antag-2 12.
For Cc1cc(C)cc(OCc2ccc(C(=O)NN)o2)c1 the results were OX1R antag-1 -10 and OX1R antag-2 5.
For O=C(O)c1ccccc1 the results were OX1R antag-1 -11 and OX1R antag-2 8.
O=C(Nc1ccnc(-c2ccncc2)n1)c1ccc(F)cc1 was read as OX1R antag-1 -5 and OX1R antag-2 18.
Screening CSc1ncc(CN2CCC(C(=O)Nc3cccc(-c4cscn4)c3)CC2)cn1 returned OX1R antag-1 -15 and OX1R antag-2 14.
Screening CC(=O)c1cccc(S(=O)(=O)NCCC(=O)O)c1 returned OX1R antag-1 3 and OX1R antag-2 0.

Molecules from the list above that have a COOH group:
Cc1ccc(CNS(=O)(=O)c2ccc3oc(C(=O)O)c(C)c3c2)cc1 was read as OX1R antag-1 5 and OX1R antag-2 6.
For COc1ccc(C(=O)O)cc1S(=O)(=O)N(C)CCc1cccnc1 the results were OX1R antag-1 12 and OX1R antag-2 5.
`O=C(O)CCCCCN1C(=O)C(O)=C(C(=O)/C=C/c2ccccc2)C1c1ccc2c(c1)OCO2` (configuration not stated) gave OX1R antag-1 -15 and OX1R antag-2 9.
Screening CCC(=O)c1ccc(CCCCCC(=O)O)s1 returned OX1R antag-1 -7 and OX1R antag-2 0.
Screening CC(C)[C@H](NC(=O)NCCc1ccc(F)cc1)C(=O)O returned OX1R antag-1 -10 and OX1R antag-2 18.
For O=C(O)c1ccccc1 the results were OX1R antag-1 -11 and OX1R antag-2 8.
Screening CC(=O)c1cccc(S(=O)(=O)NCCC(=O)O)c1 returned OX1R antag-1 3 and OX1R antag-2 0.

Following part.
Screening Cc1nc2scc(C)n2c(=O)c1S(=O)(=O)Nc1ccc(N2CCN(S(C)(=O)=O)CC2)cc1 returned OX1R antag-1 -22 and OX1R antag-2 4.
`Cc1ccc2nc(Cl)c(CN(C(=O)c3cnccn3)C3CCCCC3)cc2c1` gave OX1R antag-1 -23 and OX1R antag-2 14.
O=C(O)CSc1cccc2cccc(C(=O)O)c12 was read as OX1R antag-1 -18 and OX1R antag-2 19.
For Fc1ccc(NC(=S)NCCN2CCOCC2)c(F)c1F the results were OX1R antag-1 -3 and OX1R antag-2 12.
For O=C(NC1CCN(S(=O)(=O)c2cccc([N+](=O)[O-])c2)CC1)C1CCCCC1 the results were OX1R antag-1 -9 and OX1R antag-2 18.
`O=c1c(O)c(-c2ccccc2)oc2cc(O)cc(O)c12` gave OX1R antag-1 -13 and OX1R antag-2 10.
Cc1ccc(Oc2ccc(OCC(=O)NC3CCS(=O)(=O)C3)cc2)cc1 (configuration not stated) was read as OX1R antag-1 -2 and OX1R antag-2 21.
Cc1cccc(NC(=O)[C@@H]2CCCN2C(=O)OC(C)(C)C)c1 was read as OX1R antag-1 -28 and OX1R antag-2 15.
For Brc1cccc(/C=N/Nc2nc(N3CCCCC3)nc(N3CCCCC3)n2)c1 the results were OX1R antag-1 -14 and OX1R antag-2 11.
Screening CN(C)C(CNS(=O)(=O)c1ccc(F)cc1)c1cccnc1 (configuration not stated) returned OX1R antag-1 -1 and OX1R antag-2 -7.
CCOC(=O)[C@H]1[C@H]2COc3ccccc3[C@@H]2N2C(=O)CN(Cc3ccc(C)cc3)C(=O)[C@@]12C was read as OX1R antag-1 -10 and OX1R antag-2 14.
CCN(C[C@H]1N[C@@](CC)(C(=O)OC)[C@H]2C(=O)N(C)C(=O)[C@@H]12)C(=O)COC was read as OX1R antag-1 9 and OX1R antag-2 6.
Screening Cc1cc(N)n2nc(C)c(-c3ccc(Cl)cc3)c2n1 returned OX1R antag-1 -11 and OX1R antag-2 10.
`CCNC(=S)N(Cc1cc2cccc(C)c2[nH]c1=O)C1CCCC1` gave OX1R antag-1 -34 and OX1R antag-2 42.
